# Screening data from PubChem BioAssay.
# PG9 binder = binds the HIV-1 gp120 antibody PG9 | AID 624416 | 0.43% of 360,000 active | inhibition, % at 6.7 µM | TR-FRET gp120-PG9 antibody binding; in the data active means inhibition above about 8.5%
# rCAG binder = binds r(CAG) RNA repeats | r(CAG) RNA repeat, TO-PRO-1 dye displacement fluorescence | inhibition, % at 3 µM | 1.3% of 370,000 active | AID 651821;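 active means inhibition above the plate cutoff, the mean of all test compounds on that plate plus 3 SD, cut at about 35% in these data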;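 further: 0% = DMSO alone and 100% = 100 µM mitoxantrone as full dye displacement; higher means more dye released from RNA so lower well fluorescence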
# ABHD4 inh = inhibitors of mouse ABHD4 | 0.54% of 370,000 active | purified mABHD4, FP-Rh probe fluorescence polarization | inhibition, % at 8.92 µM;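 active means inhibition exceeding the mean over every tested compound plus 3 SD, cut at about 30% in these data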;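 further: 0% = plate median of compound wells and 100% = S159A mutant with DMSO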
# Target sequence (Q8VD66 whole entry, looked up): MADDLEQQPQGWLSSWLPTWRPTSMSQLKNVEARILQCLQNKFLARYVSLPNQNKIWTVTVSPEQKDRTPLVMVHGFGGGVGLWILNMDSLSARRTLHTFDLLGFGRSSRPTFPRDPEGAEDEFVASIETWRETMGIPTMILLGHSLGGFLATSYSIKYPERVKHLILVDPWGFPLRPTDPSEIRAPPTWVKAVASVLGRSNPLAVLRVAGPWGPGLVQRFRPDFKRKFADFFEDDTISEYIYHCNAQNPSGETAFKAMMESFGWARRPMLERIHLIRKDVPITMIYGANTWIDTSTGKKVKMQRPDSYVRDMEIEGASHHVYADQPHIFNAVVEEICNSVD
#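 Assay system: mouse ABHD4 enzyme, wild type / Also added: fluorescent activity-based probe FP-Rh / Doses: single nominal dose of 8.92 µM, 0.89% DMSO final / Timing: 45 min compound pre-incubation plus 60 min probe step, 25 °C / Signal: FP readout, ex 525 nm / em 598 nm / Control set: S159A mutant/DMSO as 100%, compound-well median as 0%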
# HTRA1 inhibitor = blocks human HTRA1 serine peptidase. Q92743. recombinant HTRA1, FP-rhodamine activity-based probe, fluorescence polarization. inhibition, % at 5.96 µM. 0.5% of 340,000 active. AID 504803; in the data active means inhibition above about 36%;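 further: 0% = enzyme with DMSO and 100% = wells lacking enzyme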
# GC-B act = GC-B (human) receptor activation; HEK293-GC-B cells, CNP EC30, cGMP TR-FRET; 0% at EC30 CNP, 100% saturating CNP; activation, % at 10 µM; 0.11% of 370,000 active;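 active means activation at 10 µM reaching about 35% in either raw or pattern-adjusted values, limit read from the data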
# ASAP1 GAP inh = inhibitors of human ASAP1 ArfGAP activity | ASAP1-stimulated ARF1 GTP hydrolysis, GDP FP detection | inhibition, % at 16.5 µM | 0.19% of 360,000 active | AID 624377 | Q9ULH1; in the data active means inhibition above about 25%;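 further: 0% = vehicle with enzyme and substrate and 100% = no enzyme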
# ARFGAP1 inhibitor = rat ARFGAP1 inhibition; inhibition, % at 16.5 µM; 0.26% of 360,000 active; Q62848; Arfgap1-stimulated ARF1 GTP hydrolysis, GDP FP detection;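 active means inhibition above a per-plate limit, mean inhibition of low control wells plus 3 SD, cut at about 25% in these data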;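 further: 0% = DMSO wells with enzyme and 100% = wells lacking Arfgap1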
#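 system = rat Arfgap1 catalytic domain, aa 1-136 | technique = FP, GDP Alexa 633 tracer displaced from anti-GDP antibody, 620/688 nm | compound = one concentration, 16.5 µM, DMSO 1.26% | medium = HEPES-based buffer, pH 7.5 | timing = compound-enzyme preincubation 20 min, reaction 120 min, detection 60 min, 25 °C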
# SMARCA2 act = SMARCA2 function activation, primary screen; MG213 cells, MMTV-luciferase reporter, dexamethasone, overnight; 1% of 370,000 active; activation, % at 9.1 µM; in the data active means activation above about 7.8%;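 further: 0% = vehicle wells and 100% = reference activator wells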
# GC-A act = GC-A (human) enzyme activation | P16066 | HEK293 GC-A cells, cGMP TR-FRET, EC30 ANP; 0% at EC30 ANP, 100% saturating ANP | activation, % at 10 µM | 0.14% of 370,000 active | AID 1671463; in the data active means activation above about 40%
# Rev-erbA mod = modulators of human Rev-erb alpha DNA binding. P20393. Rev-erbα–FITC-DNA binding, fluorescence polarization, 90 min. activity, % at 10 µM. 0.79% of 370,000 active. AID 1259318;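 active means activity above about 14%, limit read from the data; passing the limit was not always enough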;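 further: 0% = DMSO wells with 35 nM protein and 100% = DMSO wells with 750 nM protein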
# Target sequence (P20393 whole entry, looked up): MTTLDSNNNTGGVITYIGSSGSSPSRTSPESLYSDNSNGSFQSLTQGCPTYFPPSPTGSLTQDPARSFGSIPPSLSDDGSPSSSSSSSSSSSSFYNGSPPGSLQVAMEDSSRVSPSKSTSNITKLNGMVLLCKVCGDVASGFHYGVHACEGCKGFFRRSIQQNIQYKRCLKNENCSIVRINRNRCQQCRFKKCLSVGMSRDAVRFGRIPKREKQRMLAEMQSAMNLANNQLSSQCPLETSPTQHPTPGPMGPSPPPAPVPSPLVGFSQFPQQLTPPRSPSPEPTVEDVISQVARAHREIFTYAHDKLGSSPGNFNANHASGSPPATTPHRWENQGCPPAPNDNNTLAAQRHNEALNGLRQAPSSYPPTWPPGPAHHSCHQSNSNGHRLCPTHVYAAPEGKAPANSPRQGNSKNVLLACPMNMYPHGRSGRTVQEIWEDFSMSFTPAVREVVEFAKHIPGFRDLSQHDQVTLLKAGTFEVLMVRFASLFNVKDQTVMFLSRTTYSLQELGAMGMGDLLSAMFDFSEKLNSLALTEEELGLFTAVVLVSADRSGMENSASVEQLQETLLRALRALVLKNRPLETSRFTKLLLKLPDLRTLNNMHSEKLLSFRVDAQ
# Starred values were filed as active, the others as inactive; · = not tested or not shown. Not all compounds are listed; count on the stated rates, not on these rows.
cpd	structure	Rev-erbA mod	HTRA1 inhibitor	GC-A act	GC-B act	ABHD4 inh	rCAG binder	SMARCA2 act	PG9 binder	ARFGAP1 inhibitor	ASAP1 GAP inh
1	COC(=O)C(O)(c1ccc(NC(=O)Oc2ccccc2)cc1)C(F)(F)F (stereo unspecified)	7	-8	-2	1	5	-3	-3	1.0	9	0
2	COCCCN1CCN(c2nnc3n2-c2sc(Br)cc2C(c2ccccc2Cl)=NC3)CC1	4	-2	0	-2	-4	-5	0	-1.8	4	-5
3	CCCCn1nnnc1C(CCc1ccccc1)N1CCC2(CC1)C(=O)NCN2c1ccccc1 (stereo unspecified)	1	·	-3	-1	-3	1	1	-0.2	-11	0
4	O=C(O)C(Br)CBr (stereo unspecified)	-5	2	2	-8	3	1	-3	0.6	4	-11
5	Cc1cc(C)c(C)c(C(O)(C(=O)O)c2ccccc2)c1C (stereo unspecified)	2	1	-1	2	-1	6	-2	1.7	7	0
6	COC(=O)C1C(C(=O)O)C2(Cl)C(Cl)=C(Cl)C1(Cl)C2(Cl)Cl (stereo unspecified)	4	1	-1	-1	-1	6	-3	1.3	3	-11
7	COc1ccc(OC)c(N2C(=O)CC(=O)NC2=O)c1	-7	0	3	5	4	4	-2	-3.0	3	-2
8	Cc1cc2c(C(C)C)c(O)c(O)c(C=O)c2c(O)c1-c1c(C)cc2c(C(C)C)c(O)c(O)c(C=O)c2c1O	-5	·	-20	-17	92*	97*	-10	-1.1	-15	-9
9	CN1CC(C(=O)c2ccc(F)cc2)C(c2c(F)cccc2Cl)C1 (stereo unspecified)	3	0	-9	-4	1	-9	-3	-1.1	-15	-5
10	Fc1ccccc1CCNCc1ccccc1	2	5	-10	-8	6	-2	3	-0.9	-2	-3
11	CC(=O)N[C@@H]1CC[C@@]2(O)[C@H]3Cc4ccc(O)c5c4[C@@]2(CCN3CC2CC2)[C@@H]1O5	-4	1	3	-1	1	-1	3	-2.0	11	-4
12	O=C(C[N+]12CCC(CC1)C(O)C2)c1ccc(Br)cc1 (stereo unspecified)	1	-14	3	0	5	1	-2	-2.1	8	-7
13	O=C(CNS(=O)(=O)c1cccs1)N1CCC2(CC1)OCCO2	4	6	1	4	-2	2	4	-1.6	-4	-26
14	O=C(CCC(=O)N1C[C@H]2C[C@@H](C1)c1cccc(=O)n1C2)NCc1ccccc1C(F)(F)F	5	6	2	0	-2	0	-6	-0.7	-3	3
15	CCC(=NCc1ccc2c(c1)OCO2)c1c(O)n(C2CCCCC2)c(=O)[nH]c1=O	6	-26	1	4	-2	-1	-1	0.3	0	-7
16	CN1CCCN(C(=O)COc2ccc(F)cc2F)CC1	-6	-1	2	3	2	-1	2	-2.4	4	7
17	COC(=O)C1=C(c2cccc(OC)c2OC)C[C@@H]2CC[C@H]1N2C(=O)N1CCC(O)CC1	-6	10	3	-2	0	-6	1	-0.2	1	9
18	O=C(NCC1=C(c2ccc3ccccc3c2)C[C@@H]2CC[C@H]1N2Cc1ccco1)c1nccs1	-2	-9	1	4	-3	6	-5	0.8	5	7
19	O=C(O)C1CC2(Cl)C(Cl)=C(Cl)C1(Cl)C2(Cl)Cl (stereo unspecified)	3	1	1	-2	-11	8	-5	-1.8	4	-4
20	COC(=O)C1=C(c2cc3ccccc3s2)C[C@@H]2CC[C@H]1N2C(=O)NC(C)C	-4	-23	-4	0	-2	-10	0	-1.5	-2	1
21	COC(=O)C1=C(c2ccc(OC)c(OC)c2)C[C@@H]2CC[C@H]1N2C(=O)NC1CCCCC1	-7	-2	-4	3	1	-4	-1	-0.6	9	-2
22	O=C(C1CCC(=O)N1Cc1ccccc1Cl)N1CCC2(CC1)OCCO2 (stereo unspecified)	0	3	5	1	-1	0	-1	-2.7	3	11
23	CC(=O)OC1(c2ccccc2)CCN(C)C2CCCCC21 (stereo unspecified)	0	4	-5	0	-5	-1	-1	-1.5	2	10
24	Cc1ccccc1NC(=O)N1Cc2ccccc2-n2nncc2C1	3	6	1	3	-1	3	-3	-1.9	-1	-3
25	O=C1C2(Cl)C3(Cl)C4(Cl)C(Cl)(Cl)C5(Cl)C3(Cl)C1(Cl)C5(Cl)C24Cl (stereo unspecified)	-4	-30	8	8	-68	11	-5	-0.2	18	22
26	CN1Cc2cnnn2-c2ccccc2C1c1ccccc1 (stereo unspecified)	-1	7	6	-2	-1	0	-2	0.2	-2	-4
27	Oc1ccc(CC2(N3CCCC3)CCCCC2)cc1	-3	2	4	7	9	0	-5	0.8	-2	3
28	CCCCn1c(=O)c(C(=O)Nc2ccccc2F)c(O)c2ccccc21	5	2	3	3	2	-3	-2	2.2	5	-2
29	O=C(Cc1ccccc1)Oc1ccc(N2C(=O)C3CCCCC3C2=O)cc1 (stereo unspecified)	1	5	-1	1	0	2	5	-1.8	1	19
30	COc1ccc2[nH]c(C)c(CCN3CCC(=O)C(C)C3C)c2c1 (stereo unspecified)	-2	7	0	-3	5	2	3	-1.2	5	3

# Entries of single compounds, quoted from the list. Screens in order: Rev-erbA mod, HTRA1 inhibitor, GC-A act, GC-B act, ABHD4 inh, rCAG binder, SMARCA2 act, PG9 binder, ARFGAP1 inhibitor, ASAP1 GAP inh
# COc1ccc2[nH]c(C)c(CCN3CCC(=O)C(C)C3C)c2c1 (stereo unspecified) as listed: -2, 7, 0, -3, 5, 2, 3, -1.2, 5, 3
# CC(=O)N[C@@H]1CC[C@@]2(O)[C@H]3Cc4ccc(O)c5c4[C@@]2(CCN3CC2CC2)[C@@H]1O5 as listed: -4, 1, 3, -1, 1, -1, 3, -2.0, 11, -4

# The main list resumes; the 2 compounds before the break are reprinted first.
cpd	structure	Rev-erbA mod	HTRA1 inhibitor	GC-A act	GC-B act	ABHD4 inh	rCAG binder	SMARCA2 act	PG9 binder	ARFGAP1 inhibitor	ASAP1 GAP inh
29	O=C(Cc1ccccc1)Oc1ccc(N2C(=O)C3CCCCC3C2=O)cc1 (stereo unspecified)	1	5	-1	1	0	2	5	-1.8	1	19
30	COc1ccc2[nH]c(C)c(CCN3CCC(=O)C(C)C3C)c2c1 (stereo unspecified)	-2	7	0	-3	5	2	3	-1.2	5	3
31	COc1cccc(C(c2nnnn2-c2ccc3c(c2)OCCO3)N2CCC3(CC2)C(=O)NCN3c2ccccc2)c1OC (stereo unspecified)	-2	·	-7	-5	-11	9	-4	-0.9	0	-1
32	CC(=NCc1ccc(F)cc1)c1c(O)n(C)c(=O)n(C)c1=O	-4	-4	3	-1	4	-6	0	0.3	1	1
33	CN(C)c1cccc2c(C#N)ccc(N(C)C)c12	3	·	-2	-1	1	-2	1	-1.0	-1	3
34	COC(=O)C1=C[C@H]([C@@H](C)[C@H](OC)c2ccccc2Br)[C@@H]2[C@H]1c1ccccc1N2C	7	·	-4	7	2	6	-5	·	·	·
35	Cc1nc2cc(C(F)(F)F)ccc2n1C1CCN(Cc2nnnn2CCc2ccccc2)CC1	-3	-21	-9	-6	-3	2	0	0.1	-6	-10
36	CCOC(=O)C1(c2ccccc2)CCN(CCC(=O)Nc2ccccc2OC)CC1	-1	-5	-2	8	-9	-7	1	-3.6	-2	12
37	Cc1ccccc1OCCN=Cc1c(O)n(C)c(=O)n(C)c1=O	1	6	2	3	0	-4	-6	-0.6	16	-5
38	COc1ccc(N2C(=O)/C(=C/c3ccc(C)o3)C(=O)NC2=S)c(OC)c1	-4	2	-8	1	12	44*	-3	-0.9	-2	2
39	Cc1cccn2c(=O)c3c(nc12)N1CCCCCC1C1(C3)C(=O)N(C)C(=O)N(C)C1=O (stereo unspecified)	8	·	1	-3	0	-7	-4	-0.8	6	-9
40	CC1CNCCN1c1ccc(Cl)cc1 (stereo unspecified)	-5	8	-1	-5	-3	2	-2	-0.6	13	-9
41	CCN1CCN(Cc2cc(OC)c3c(c2)OCO3)CC1	-6	12	-1	4	3	-2	1	1.3	6	-17
42	Cc1ccccc1CN1CCCN(Cc2ccc(Cl)cc2)S1(=O)=O	-1	-15	-1	1	-8	-3	3	0.6	8	10
43	CCCC12CN3CC(CCC)(CN(C1)C3c1ccccn1)C2=O (stereo unspecified)	3	2	3	-4	9	-7	-4	-1.1	11	5
44	CC12CCC3C(CC=C4CC(O)CCC43C)C1C/C(=C\c1ccccc1F)C2=O (stereo unspecified)	0	-21	-3	-9	-10	3	-4	-3.1	1	1
45	CC12C(C(=O)O)C1(c1ccccc1)C2C(=O)O (stereo unspecified)	3	5	2	0	-6	3	-4	-0.9	6	3
46	COc1cc2c(cc1OC)C13CCN4CC5=CCOC6CC(=O)N2C1C6C5C3C4 (stereo unspecified) (tested in a mixture with another compound)	2	13	-3	3	-3	2	1	-1.7	-6	-15
47	CN1CCN(c2ncnc(Cl)c2N)CC1	-2	1	-2	0	1	1	-2	1.1	13	-9
48	N#CC1=C(N)Oc2c(c(=O)sc3ccccc23)C1c1ccncc1 (stereo unspecified)	-2	2	17	21	-2	4	-2	-0.7	7	-18
49	COc1ccc(C(=O)N2CCC3(CC2)OCCO3)cc1	0	1	2	1	-1	-1	-2	-2.2	-11	1
50	CN1C(=O)/C(=C\c2ccc(Br)s2)C(=O)NC1=S	-2	-21	20	12	-30	10	-1	-0.9	0	0
51	CN(C)C(=O)Oc1ccc(-c2nnco2)cc1	0	3	2	3	5	-1	1	0.6	-2	1
52	CCOC(=O)CC(SP1(=S)OCC2(CCCCO2)C(C2CCCCO2)O1)C(=O)OCC (stereo unspecified)	6	-6	-2	-3	-5	0	-3	-3.9	-9	-6
53	Cc1ccc(Cn2nc(C)c(C=O)c2Cl)cc1	2	2	-1	4	-9	-1	-4	-0.1	-6	14
54	O=C1CN=C(c2cccs2)c2c(sc3c2CCCC3)N1	-2	-7	4	4	2	-1	-5	-0.9	7	7

# Two records drawn at random from those above:
cpd	structure	Rev-erbA mod	HTRA1 inhibitor	GC-A act	GC-B act	ABHD4 inh	rCAG binder	SMARCA2 act	PG9 binder	ARFGAP1 inhibitor	ASAP1 GAP inh
51	CN(C)C(=O)Oc1ccc(-c2nnco2)cc1	0	3	2	3	5	-1	1	0.6	-2	1
33	CN(C)c1cccc2c(C#N)ccc(N(C)C)c12	3	·	-2	-1	1	-2	1	-1.0	-1	3
